High-throughput results from PubChem.
HSF1 inhib: HSF1 inhibitors in luciferase reporter cells, primary screen, cell-based, NIH3T3, luminescence. activity change, negative = inhibition, % at 7.5 µM (by protocol). NIH3T3-HGL HSE-luciferase, MG132-induced, luminescence 8 h; hits give low values. 0.77% of 300,000 active;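 active = more than half of replicate wells show activity change below -50%, luminescence cut by over half; inconclusive = some wells, but at most half, below -50%; inactive = no replicate well below -50%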;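 also: luciferase reports HSF-1 transcriptional activity via heat shock element; 0% = median of DMSO wells and -100% = zero luminescence signal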
HIF act: HIF pathway transcriptional activators, primary screen, cell-based, U2OS HRE-luciferase, luminescence. U2OS HRE-luciferase reporter; normalized: DMSO 0%, desferrioxamine 100%. activation, % at 7.5 µM (by protocol). 0.32% of 300,000 active. AID 1910, 2009;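 active = mean activation of at least 10% of the iron chelator positive control signal, with at least half of replicates also reaching 10%; inconclusive = mean and replicate majority disagree about reaching 10%; inactive = mean and most replicates under 10%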
HSF-1 act: HSF-1 activators, primary screen, NIH3T3-HGL cells, MG132 stress, luminescence, single point. NIH3T3-HGL HSF-1 luciferase reporter, 8 h; 100% = twice DMSO control signal. activation, % at 9 µM. 1.7% of 300,000 active. AID 504408, 2011;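 active = mean replicate activation of at least 50% with a set share of replicates each reaching 50%; inconclusive = only one of those two conditions met; inactive = mean below 50% and too few replicates reaching it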;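 also: 0% = median of the neutral control wells and 100% = twice that signal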
HSP90 inh: HSP90 inhibitors, primary screen, cell lysate, luminescence; Heat shock protein HSP 90 (rabbit reticulocyte lysate; luciferase refolding); Rabbit reticulocyte lysate, luciferase refolding luminescence, 3 h; inhibition, % at 5.6 µM; 0.91% of 290,000 active; AID 1789, 2009;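 active = inhibition above the screen-wide mean plus 3 SD, computed separately per campaign, cut at about 16% in these data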;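 also: 0% = DMSO wells and 100% = 60 µM geldanamycin wells; inhibitors lower the luminescence because luciferase stays unfolded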
GSK3B inh: human GSK3beta kinase inhibitors, primary screen, biochemical, cell-free homogeneous, HTS; Glycogen synthase kinase-3 beta (Homo sapiens), P49841; GST-GSK3beta kinase, ADP-Glo luminescence, 60 min; hits give low values; activity score (negative = inhibition), % at 10 µM; 0.038% of 300,000 active; AID 2097, 2009;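 active = more than half of replicate wells score below -50%, meaning over 50% inhibition versus plate controls; inconclusive = some replicates but at most half score below -50%; inactive = no replicate scores below -50%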;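 also: 0% = median DMSO wells and -100% = median GW8510 positive control wells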
Target sequence (P49841 whole entry, looked up): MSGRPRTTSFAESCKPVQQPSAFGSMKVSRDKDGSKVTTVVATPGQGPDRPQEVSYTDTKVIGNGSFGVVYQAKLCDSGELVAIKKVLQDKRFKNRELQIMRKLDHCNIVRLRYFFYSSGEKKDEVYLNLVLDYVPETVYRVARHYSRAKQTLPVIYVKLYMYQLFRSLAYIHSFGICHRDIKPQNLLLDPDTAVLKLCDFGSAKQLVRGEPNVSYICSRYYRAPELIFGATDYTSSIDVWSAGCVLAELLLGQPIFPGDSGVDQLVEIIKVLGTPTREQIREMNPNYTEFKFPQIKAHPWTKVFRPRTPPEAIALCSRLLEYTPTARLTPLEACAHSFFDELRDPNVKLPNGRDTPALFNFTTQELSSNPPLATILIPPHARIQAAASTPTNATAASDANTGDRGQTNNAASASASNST
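Test system – GST-tagged human GSK3beta kinase, cell-free · Incubation – 60 min enzyme reaction, room temperature · Signal – ADP-Glo luminescence · Also added – peptide substrate and ATP at 25 µM · Controls – DMSO neutral wells and GW8510 at 20 µM as positive · Buffer or medium – Tris/MgCl2 kinase buffer · Measure – Luminescence-derived activity versus plate DMSO and GW8510 wells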
AI-2 QS modul: Vibrio harveyi AI-2 quorum sensing modulators, primary screen, JMH597 strain, luminescence/OD600 ratio | activity change, % at 7.5 µM | 0.4% of 300,000 active | Vibrio harveyi JMH597 AI-2 luminescence/OD600 ratio, 9 h; hits give low values; strain lacks LuxN and CqsS sensors; 0 = neutral-control median; in the data active = activity change below about -75%, passing the limit was not always enough; inconclusive = no clear call, values can overlap the other calls;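 also: luminescence divided by OD600 gain over 9 h not by final OD600 alone; inactives centre near 13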
IEC-6 cytotox: cytotoxicity in IEC-6 intestinal epithelial cells, primary screen, cytotoxicity control for KLF5 inhibitor project, cell-based, luminescence | 0.78% of 290,000 active | inhibition, % at 5 µM | IEC-6 cytotoxicity, luminescence viability; in the data active = inhibition above about 22%;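 also: 0% = plate median of test compound wells and 100% = cytotoxic reference compound wells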
aSyn UTR inh: MLPCN primary screen, SNCA 5' untranslated region; AID 1813, 2009; alpha-synuclein 5'UTR reporter, inhibitor activity; inhibition, % (tested at 7.5 µM); 0.82% of 300,000 active; in the data active = inhibition above about 60%; inconclusive = no clear call, values can overlap the other calls;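 also: H4 neuroglioblastoma cells stably carrying SNCA 5'UTR luciferase fusion; 0% = DMSO wells and 100% = positive control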
GSK3 alpha inh: blockers of GSK3A enzyme activity – biochemical, luminescence, cell-free homogeneous, HTS, primary screen | GSK-3 alpha kinase, ADP-Glo luminescence, 60 min | Glycogen synthase kinase-3 alpha (Homo sapiens), P49840 | 0.1% of 320,000 active | inhibition, % at 10 µM | AID 2650, 2010;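 in the data active = inhibition above about 50%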;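 also: GST-tagged GSK-3 alpha with peptide substrate and 25 µM ATP; 0% = DMSO neutral wells and 100% = GW8510 positive control wells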
Target sequence (P49840 whole entry, looked up): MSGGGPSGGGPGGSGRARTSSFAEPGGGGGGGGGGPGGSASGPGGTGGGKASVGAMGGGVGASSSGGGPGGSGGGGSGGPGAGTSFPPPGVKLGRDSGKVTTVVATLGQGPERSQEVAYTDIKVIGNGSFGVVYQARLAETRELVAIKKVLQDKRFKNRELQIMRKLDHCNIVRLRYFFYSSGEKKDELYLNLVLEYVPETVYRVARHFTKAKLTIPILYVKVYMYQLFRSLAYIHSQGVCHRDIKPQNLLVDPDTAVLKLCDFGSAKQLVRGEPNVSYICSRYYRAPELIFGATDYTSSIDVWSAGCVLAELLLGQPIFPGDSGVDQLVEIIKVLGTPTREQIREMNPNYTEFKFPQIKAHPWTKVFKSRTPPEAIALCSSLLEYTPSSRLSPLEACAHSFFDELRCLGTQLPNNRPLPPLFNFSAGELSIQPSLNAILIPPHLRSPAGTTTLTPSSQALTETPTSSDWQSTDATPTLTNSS
KLF5 inhibitor: KLF5 expression inhibitors, primary screen, DLD-1 cells, luminescence | DLD-1 KLF5 promoter-luciferase reporter | inhibition, % at 5 µM | 0.23% of 290,000 active | AID 1700, 2009;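 active = inhibition above a per-plate limit of that plate's mean compound inhibition plus 3 SD, cut at about 60% in these data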;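 also: 0% = DMSO wells and 100% = LY294002 at 200 µM; higher means less KLF5 promoter-driven luciferase light; inactives centre near -14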
Numbers without * were called inactive; ? = inconclusive; . = no result given.

SMILES	HSF1 inhib	HIF act	HSF-1 act	HSP90 inh	GSK3B inh	AI-2 QS modul	IEC-6 cytotox	aSyn UTR inh	GSK3 alpha inh	KLF5 inhibitor
Cc1cc(C)c(NC(=S)NCC2CCN(C(C)c3ccccc3)C2)c(C)c1 (stereo unspecified)	-2	0.1	16	-4	-4	2	4	-3	6	-13
CCN1CCN(C(=O)c2cc3nc(-c4ccccc4)cc(C(F)(F)F)n3n2)CC1	-5	0.0	10	2	0	12	0	-1	-3	-7
Cc1cccc(Cn2cnc3c(sc4nc(C)cc(C)c43)c2=O)c1	-5	0.4	16	0	1	14	4	21	-2	-7
Cc1nc(S(=O)(=O)c2cccc(Cl)c2)nc2c1CCC2	-1	-0.4	6	-2	-4	10	0	-20	0	-14
O=C(O)c1cccc(-c2ccc(/C=N/n3cnnc3)o2)c1	5	0.2	0	8	0	-7	-12	-16	2	-48
CCn1c2ccc(/C(C)=N\O)cc2c2cc(/C(C)=N\O)ccc21	-15	0.2	-29	-2	1	-3	3	-13	2	7
O=S(=O)(Nc1ccc(-c2nc3cccnc3s2)cc1)c1ccccc1F	-4	2.9	3	3	-1	-1	10	-84	0	-34
CCOC(=O)c1nnc(-c2ccc(C)cc2)nc1Sc1ccc(Cl)cc1	0	0.0	-2	2	3	11	-1	38	-5	-28
COc1cccc(OC)c1C(=O)Nn1c(-c2cccs2)nc2ccccc2c1=O	5	0.0	5	3	-1	24	0	19	0	-5
O=C(CN(Cc1ccc(Br)cc1)S(=O)(=O)c1ccccc1)NCc1cccnc1	-4	0.0	-11	9	-1	13	1	8	-1	-39
CCn1c(SCC(=O)Nc2cc(C)on2)nnc1-c1ccc(OC)cc1	-13	-0.1	1	2	4	-43	-3	-8	-1	-39
O=C(CCOc1ccccc1)Nc1ccnn1C1CCN(Cc2ccc(O)cc2)CC1	-6	-0.7	-16	-1	-3	21	-2	-17	-3	-3
CCN(CC)c1ccc(NC(=O)COc2ccc(C)cc2)cc1	-1	0.4	-5	-1	0	27	-3	-6	-3	-20
Cc1ccc([N+](=O)[O-])cc1S(=O)(=O)NCCc1c(C)[nH]c2ccccc12	5	-0.8	22	-1	1	30	2	27	4	-33
Cc1noc(C)c1COc1ccc(C(=O)OC(C)C(=O)Nc2ccc(S(=O)(=O)N3CCOCC3)cc2)cc1 (stereo unspecified)	-16	-0.4	4	5	0	39	-4	-3	1	2
CCOc1ccc2c(c1)C(NC(C)=O)C(=O)N2CCN1CCOCC1 (stereo unspecified)	-6	-0.7	3	5	-29	5	4	0	-9	-19
COc1ccc(/C=C/C(=O)OCC(=O)Nc2ccc(OC)c(S(=O)(=O)N3CCCCC3)c2)cc1	-4	-0.2	-2	2	0	1	4	3	-3	-9
COC(CNc1ncnc2sc(-c3ccccc3)cc12)OC	9	-0.1	22	0	2	8	-2	-24	6	-50
CCN(CCCNC(=O)CN(C)S(=O)(=O)c1cccc2nsnc12)c1cccc(C)c1	6	0.1	14	-3	0	8	-7	24	-1	-15
CC(=O)N1[C@H](C)C=C[C@]1(Cc1ccccc1)C(=O)NCCc1c[nH]c2ccccc12	-3	-0.1	7	0	-17	26	-1	17	-5	-24
COCCNC(=O)CCC1CCN(Cc2ccc(-c3ccccc3)cc2)CC1	1	-1.0	-5	-4	0	12	-1	15	1	-9
Cn1c(SCC(=O)N2CCOCC2)nnc1-c1ccc(NC(=O)c2ccccc2F)cc1	0	-0.1	-12	-1	-2	40	3	2	0	-18
Cn1c(=O)c(C(=O)CN2CCN(Cc3ccc4c(c3)OCO4)CC2)c(N)n(Cc2ccccc2)c1=O	-2	-0.4	4	0	-2	8	3	20	3	6
CN(C)c1ccc(N2C(=NC(=O)CCc3ccccc3)SC3CS(=O)(=O)CC32)cc1 (stereo unspecified)	2	0.2	6	2	0	36	0	17	7	13
COc1ccc(OC)c(CNC(=O)CCCc2cn(C)c3ccccc23)c1	-4	-0.2	14	3	1	12	2	17	1	-8
CCOC(=O)N1CCN(C(=O)CS(=O)(=O)c2cn(Cc3ccccc3Cl)c3ccccc23)CC1	-2	-0.1	4	-2	0	23	-4	7	0	-17
COc1ccccc1/C=C(\C#N)C(=O)c1cccn1C	2	-6.8	8	-7	0	4	-2	10	0	-13
Cc1c(Cl)cccc1NC(=S)NNS(=O)(=O)c1ccc([N+](=O)[O-])cc1	8	-0.5	-4	3	-5	1	4	-6	-1	2
O=C(c1cc(COc2ccccc2)on1)N1CCCC(CN2CCOCC2)C1 (stereo unspecified)	7	1.1	11	1	2	16	-1	-27	0	-30
CCOC(=O)c1c(NCc2ccccc2)n[nH]c1C	-6	-0.4	-14	2	1	13	4	28	.	-11
COc1cc(C(=O)Nc2ccc3ccccc3c2)cc(OC)c1OC	20	-0.1	35	-3	4	26	78*	88*	-5	43
COc1ccc(/C=C2/CC/C(=C\c3ccc(OC)c(OC)c3OC)C2=O)c(OC)c1OC	17	-0.9	31	4	1	4	5	-1	.	-6
O=C(NCc1ccccn1)Nc1cccc(Cl)c1Cl	1	1.4	11	-4	3	-3	-1	-52	-2	-80
Cc1ccc(OCc2cc(C(=O)N(C)Cc3cnc4ccccn34)no2)cc1C	2	0.1	8	-5	1	-40	-4	4	-1	-25
Cc1ccc(N/C(N)=N/c2nc(CSc3ccccn3)cc(=O)[nH]2)c(C)c1	3	-0.6	-5	4	0	16	0	24	2	-8
O=C(CNS(=O)(=O)Cc1ccccc1)NCc1ccccc1	1	-0.2	6	-5	-13	4	-7	11	-4	-18
CCC(C)C(NC(=O)C1CCC(C)CC1)C(=O)Nc1ccc(OC)cc1OC (stereo unspecified)	1	0.1	-9	-1	-2	0	-3	3	-1	2
COc1ccc(CNC(=O)C(c2ccco2)N(C(=O)c2ccccn2)c2ccccc2)cc1 (stereo unspecified)	0	1.1	-7	-2	2	7	2	0	6	-15
Cc1ccc(S(=O)(=O)N2CCCN(S(=O)(=O)C3CCS(=O)(=O)C3)CC2)cc1 (stereo unspecified)	-1	-0.2	7	0	-1	15	7	1	5	-21
Cc1ccc(S(=O)(=O)NC(=O)CSc2nc3ccccc3s2)cc1	-3	0.0	-3	-1	-2	47	1	-6	-11	-2
Cc1ccc(C)c(NC(=O)CN(C)C(=O)c2cc(S(=O)(=O)N3CCOCC3)ccc2N2CCCC2)c1	-2	-0.2	-10	-2	3	10	-7	1	0	-9
CCOC(=O)c1c(C)oc(NC(=O)COc2ccc(Cl)cc2C)c1C#N	-1	0.8	5	-2	-4	21	-1	5	-1	6
COc1ccc(C2COC(=O)C2=N)c(NC(=O)c2ccccc2)c1 (stereo unspecified)	8	1.3	22	-3	1	22	-1	-12	1	-10
CC(O)c1cccc(NC(=O)CC(c2ccccc2)c2ccccc2)c1 (stereo unspecified)	-1	-0.4	-2	-2	-2	27	2	0	1	-11
O=C(c1ccco1)N1CCN(CC2CC3C=CC2C3)CC1 (stereo unspecified)	.	.	.	0	.	.	2	.	-1	-15
O=C1c2ccccc2-c2ccc(C(=O)N3CCOCC3)cc21	0	0.8	6	-1	0	30	0	-26	-1	-6
CCN(CC)C(=O)COc1coc(CN2CCN(c3ccccc3F)CC2)cc1=O	-4	-0.2	-5	-3	-1	25	2	-12	-7	-14
Cc1cc(N2C(=O)c3ccc(C(=O)Nc4ccccc4O)cc3C2=O)no1	1	0.0	-8	1	-1	4	-5	-14	-1	-44
O=C(CCn1c(=O)c2cccn2c2ccc(F)cc21)NCCc1ccccc1	1	0.7	-1	-4	-2	1	-1	-12	-2	23
COc1cccc(COC(=O)C2CCN(S(=O)(=O)c3ccc(Cl)cc3)CC2)c1OC	3	-1.5	0	.	1	34	.	7	-2	.
CN(C)S(=O)(=O)c1ccc(C(=O)NCCSc2ccc(Br)cc2)cc1	1	0.1	28	-1	-1	15	2	-16	-2	-7
N/C(=N\OC(=O)CC1CCCCC1)c1cccnc1	-32	1.1	-46	-3	-3	40	0	-7	-2	-14
Cc1cc(/C=N/N2CCN(C)CC2)c(C)n1-c1ccc(Cl)cc1	7	?	4	0	0	28	3	-3	0	-20
Cc1cc(N2CCN(C/C=C/c3ccccc3)CC2)n2ncnc2n1	-3	.	-8	3	-5	11	2	22	0	-4
Cc1nc2cc(CC(=O)O)ccc2o1	-7	-0.3	1	0	-1	10	-4	4	-9	-3
COc1cc(C)c(C(=O)CC(=O)c2c(C)cc(OC)cc2C)c(C)c1	-4	4.4	2	.	0	22	.	72*	1	.
CC1(C)CC(=O)C(C=NCCN2CCOCC2)=C(O)C1	-3	-0.4	-6	1	1	15	4	29	1	-13
COc1ccc(CN2CCC(CO)(CCOc3ccccc3)CC2)cc1C	-2	-0.3	-16	-1	1	17	5	2	-1	-1
COc1ccc(N2CC(C(=O)Nc3nc4ccccc4s3)CC2=O)cc1 (stereo unspecified)	-16	0.4	-13	-1	0	25	-4	-6	0	7
Cc1ccccc1C(=O)c1cccn1CC(=O)NCC(C)c1ccccc1 (stereo unspecified)	3	0.7	17	2	-2	22	-2	14	-1	-1
(more compounds)
SMILES	HSF1 inhib	HIF act	HSF-1 act	HSP90 inh	GSK3B inh	AI-2 QS modul	IEC-6 cytotox	aSyn UTR inh	GSK3 alpha inh	KLF5 inhibitor
C=CCn1c(N)c(C(=O)OCCC)c2nc3ccccc3nc21	3	0.1	6	2	3	9	0	28	.	-4
COc1ccc(NC(=O)c2cccc(S(=O)(=O)Nc3ccc(Br)cc3)c2)cn1	-17	-0.5	-4	5	2	24	9	25	0	-12
CC1(c2nnc(-c3ccncc3)o2)CC(c2cccc(Cl)c2)=NO1 (stereo unspecified)	-1	-1.0	-9	.	-2	12	.	4	0	.
O=C(Cn1cccc1C(=O)c1ccccc1)NCCc1ccccc1	-7	0.0	-5	-4	3	7	0	5	1	-41
CC(=O)N(C)c1ccc(NC(=O)COc2ccc(Br)cc2C)cc1	9	0.0	44	1	3	24	3	16	-4	-18
